CDK5 inh = inhibitors of human CDK5/p35 kinase, primary screen, biochemical, single concentration. Cyclin-dependent kinase 5 (Homo sapiens) + Cyclin-dependent kinase 5 activator 1 (Homo …. Recombinant CDK5/p35, ADP-Glo luminescence, 60 min. inhibition, % at 10 µM. 330,000 tested, 0.01% active;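 active = highest replicate inhibition of at least 50% and at least 75% of replicates reaching 50%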;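 also: plate controls were DMSO neutral control for no effect and GW8510 at 10 µM for full effect; many of its hits are not listed in these tables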
Target sequence (Q00535 whole entry, looked up): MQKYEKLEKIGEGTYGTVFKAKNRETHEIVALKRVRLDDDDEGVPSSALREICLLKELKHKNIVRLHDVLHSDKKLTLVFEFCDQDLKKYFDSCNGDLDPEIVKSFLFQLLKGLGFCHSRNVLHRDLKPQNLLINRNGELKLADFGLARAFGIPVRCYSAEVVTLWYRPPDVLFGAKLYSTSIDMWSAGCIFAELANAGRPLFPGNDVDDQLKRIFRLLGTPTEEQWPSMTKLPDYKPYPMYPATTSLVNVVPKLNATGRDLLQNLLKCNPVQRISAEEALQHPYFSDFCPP
Target sequence (Q15078 whole entry, looked up): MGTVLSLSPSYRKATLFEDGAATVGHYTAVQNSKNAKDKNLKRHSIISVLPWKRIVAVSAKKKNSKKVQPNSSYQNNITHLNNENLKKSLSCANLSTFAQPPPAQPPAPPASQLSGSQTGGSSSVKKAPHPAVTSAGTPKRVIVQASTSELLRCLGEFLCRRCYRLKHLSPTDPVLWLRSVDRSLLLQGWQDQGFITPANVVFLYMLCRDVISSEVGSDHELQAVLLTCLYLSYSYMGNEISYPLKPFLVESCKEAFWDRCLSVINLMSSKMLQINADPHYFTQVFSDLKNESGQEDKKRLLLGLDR
Wnt bcat act = Wnt/beta-catenin pathway activators, primary screen, cell-based, plate reader, single point | activation, % at 9.35 µM | Wnt/beta-catenin reporter cell assay, activator | 300,000 tested, 1.2% active; in the data active = activation above about 30%, passing the limit was not always enough;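 also: 0% = neutral control wells and 100% = positive control wells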
cardiac RTF act = cardiac RTF calcium sensitivity activators, primary screen, biochemical, IANBD-TnC fluorescence, EC20 calcium; Troponin I, cardiac muscle (Homo sapiens) + Troponin T, cardiac muscle (Homo sapiens) + …; IANBD-labeled TnC RTF fluorescence at EC20 calcium; 0% EC20 calcium, 100% full calcium; activation, % at 7.2 µM; 340,000 tested, 0.24% active; AID 493008, 2010;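 active = activation above the mean over all tested compounds plus 3 SD, cut at about 30% in these data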;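 also: rise in fluorescence read as greater calcium sensitivity of cardiac thin filaments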
MITF TRPM1 HTS = activators of MITF-driven TRPM1 promoter reporter, primary screen, cell-based, SK-MEL-5, luciferase, single point; SK-MEL-5 TRPM1-promoter luciferase, 24 h; % of positive control, neutral wells = 0; activation, % at 12.5 µM; 300,000 tested, 0.75% active; AID 588334, 2011;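 active = mean activation of at least 80% with every replicate also reaching 80%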;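 also: 0% = neutral control wells and 100% = parthenolide positive control wells; values of inactives mirror those of a sister screen read the other way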
Tat export inh = E. coli Tat export inhibitors, primary screen, MC4100, TorA-mCherry reporter, fluorescence, single point; inhibition, % at 10 µM; 340,000 tested, 0.036% active;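 active = mean replicate inhibition at least 50% and at least half of replicates individually reaching 50%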;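 also: exported cargo escapes ClpAP degradation while cytoplasmic cargo is degraded and loses fluorescence; 0% = median of neutral control wells and 100% = median of NaSCN control wells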
dFosB activator = activators of delta FosB homodimer, primary screen, biochemical, fluorescence polarization, TAMRA-CDK5 oligo, single point | Protein FosB (Mus musculus), P13346 | purified delta FosB; percent of positive-control signal above neutral wells | activation, % at 25 µM | 340,000 tested, 0.99% active | AID 493131, 2011;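 active = mean activation above about 17%, with every replicate also reaching it, limit read from the data, passing the limit was not always enough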;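 also: fluorescence polarization rise as delta FosB binds a TAMRA Cdk5 AP-1 oligo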
V-ATPase pH = regulators of yeast V-ATPase proton pumping, primary screen, pHLuorin cytosolic pH fluorescence | S. cerevisiae | response, % at 10 µM | 350,000 tested, 0.37% active; in the data active = response mostly above about 7.3%, no sharp cut-off; inactive = mostly below about 5.4%; also: actives read high; inactives centre near 0; some compounds called inactive have numbers as strong as hits; reference of the scale not given here
Rtt109 Vps75 = inhibitors of C. albicans Rtt109/Vps75 HAT, primary screen, biochemical, ThioGlo CoA-SH fluorescence, plate reader. Histone acetyltransferase RTT109 (Candida albicans (strain SC5314 / ATCC MYA-2876)), …. purified Rtt109/Vps75, 4 h. inhibition, % at 34.9 µM. 330,000 tested, 0.16% active. AID 540336, 2011;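 active = inhibition of at least 50% in every replicate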
Target sequence (Q5AAJ8 whole entry, looked up): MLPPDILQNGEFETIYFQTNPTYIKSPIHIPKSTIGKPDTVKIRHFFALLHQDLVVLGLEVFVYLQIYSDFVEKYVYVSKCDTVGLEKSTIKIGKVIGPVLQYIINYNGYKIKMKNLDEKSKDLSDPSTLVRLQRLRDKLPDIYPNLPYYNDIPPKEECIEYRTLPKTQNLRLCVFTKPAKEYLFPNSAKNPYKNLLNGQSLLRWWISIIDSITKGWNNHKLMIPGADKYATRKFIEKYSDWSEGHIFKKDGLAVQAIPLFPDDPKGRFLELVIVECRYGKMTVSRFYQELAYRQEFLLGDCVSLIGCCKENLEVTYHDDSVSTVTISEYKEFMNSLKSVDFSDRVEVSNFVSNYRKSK
CAL PDZ FP-1 = untagged CAL PDZ binding inhibitors, primary screen, biochemical, fluorescence polarization, HTS; inhibition, % at 24.9 µM; purified CAL PDZ, TMR-peptide fluorescence polarization, 1 h; 300,000 tested, 0.92% active; AID 602252, 2012; Golgi-associated PDZ and coiled-coil motif-containing protein (Homo sapiens), Q9HD26;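 active = mean inhibition of at least 30% with at least half of replicates also reaching 30%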;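 also: 0% = DMSO neutral control and 100% = excess unlabeled competitor peptide PRC23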
CAL PDZ FP-2 = CAL PDZ peptide-binding inhibitors, primary screen, biochemical, fluorescence polarization, Cer-tagged CAL PDZ, HTS | Golgi-associated PDZ and coiled-coil motif-containing protein (Homo sapiens), Q9HD26 | AID 504414, 2011 | 330,000 tested, 0.02% active | purified CAL PDZ, TMR-peptide fluorescence polarization, 1 h | inhibition, % at 20 µM;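 active = highest replicate inhibition of at least 40%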;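 also: plate controls were DMSO neutral control wells for no effect and unlabeled competitor peptide control wells for full effect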
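Material: tagged CAL PDZ domain; buffer or medium: 25 mM sodium phosphate pH 7.4, 150 mM NaCl, TCEP, IgG, Thesit; compound dosing: single point, 20 µM; schedule: 1 h incubation at room temperature before polarization reading; measured by: FP readout, S and P plane fluorescence; read-out basis: percent inhibition from loss of millipolarization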
Starred values were filed as active, the others as inactive; . = not tested or not shown. This is a random part of the collection, and some 4.1% of all compounds hit somewhere here.

CDK5 inh,Wnt bcat act,cardiac RTF act,MITF TRPM1 HTS,Tat export inh,dFosB activator,V-ATPase pH,Rtt109 Vps75,CAL PDZ FP-1,CAL PDZ FP-2,molecule
1.8,-6,0,-1,-6,-11,0,6,.,0.1,CC(C)Oc1ccc(CNC(=O)c2ccc3nc(N4CCOCC4)sc3c2)cc1
-0.4,-10,-4,.,-7,-3,2,.,-1,-1.0,OC(COCc1ccc(Cl)cc1)CN1CCN(CC(O)COCc2ccc(Cl)cc2)CC1 (stereo unspecified)
0.8,1,-14,-22,-2,0,-2,4,-8,-2.2,CCC(C)(C)C1CCC2(CC1)NC(=O)N(CC(=O)N(C)CCOc1ccc(Cl)cc1)C2=O (stereo unspecified)
-2.9,7,3,.,2,-1,-2,0,-2,-0.4,COc1cccc(C(=O)NNC(=O)c2cccc(F)c2)c1
0.1,0,4,-3,-1,-13,1,4,-8,-1.0,O=C(NC1CCN(Cc2ccccc2)CC1)c1ccccc1OCc1ccccc1
-2.7,4,-6,14,-15,-8,-1,3,-4,-1.7,COc1cccc(NC(=O)c2cnc(SC)nc2C)c1
-1.4,0,5,-12,-8,3,3,-25,.,-1.0,COc1ccc(/C(C)=N/NC(=O)C2CC2)cc1
0.3,4,0,-1,5,-4,-2,-1,-1,0.1,COc1ccc(CCn2cnc3c([nH]c4ccccc43)c2=O)cc1
0.2,-2,-5,.,1,4,1,2,-2,-1.0,O=C(CC1SCCNC1=O)Nc1cc(Cl)cc(Cl)c1 (stereo unspecified)
0.5,9,1,10,2,5,-2,-4,1,-0.5,COc1ccc(NC(=O)CN(C)C(=O)C2CSC3(C)CCC(=O)N23)cc1 (stereo unspecified)
0.1,.,0,-7,3,-3,2,2,-3,-0.6,CCOC(=O)c1cnc(SC)nc1Sc1ccccc1Cl
3.8,.,-5,-11,3,1,-3,5,-7,.,O=C1CC2(CON=C2c2ccc(F)cc2)C(=O)N1c1ccc(F)cc1 (stereo unspecified)
-0.9,-2,2,-8,0,-10,-6,-1,6,-0.7,CCOc1ccc(CCNC(=O)CSC(=S)N2CCCC2)cc1OCC
1.1,-2,-1,5,-6,-5,3,3,1,-2.3,O=C(Nc1ccc(N2CCOCC2)cc1N1CCOCC1)c1ccc([N+](=O)[O-])cc1Cl
0.6,1,-4,-2,3,6,0,-12,-2,1.2,Cc1cc(/C=C2\SC(=O)NC2=O)c(C)n1-c1ccc(N(C)C)cc1
0.5,-3,0,-6,-10,12,-1,-7,1,0.9,O=C(COC(=O)/C=C/c1ccc([N+](=O)[O-])cc1)NCc1ccccc1
-0.7,0,-5,7,0,5,3,2,-2,-1.4,Cc1ccc(S(=O)(=O)N(CCCN(C)C)Cc2ccc3c(c2)OCO3)cc1
-2.8,-1,-2,3,0,0,-1,0,0,-2.8,CCC(C)[C@H](NC(=O)NCc1ccc(OC)c(OC)c1)C(=O)O (stereo partly specified)
-0.2,3,-4,7,11,-3,9,2,0,-0.7,CN(C)S(=O)(=O)N1CCC(Oc2cccc(C(=O)NC3CCOC3)c2)CC1 (stereo unspecified)
0.9,2,5,6,19,-9,0,-1,-4,-2.2,CC1(C)C(=O)Nc2ccccc2N1C(=O)COC(=O)c1ccc(NC(N)=O)cc1
-0.2,-6,3,-4,-1,-13,-1,1,-7,-2.3,O=C(NCc1cccc(Cl)c1)c1ccc(CS(=O)Cc2ccc(Cl)cc2)o1 (stereo unspecified)
0.2,-4,-6,1,-3,2,-6,-10,-4,0.1,COc1ccc(N2C(=O)CCC(C(=O)Nc3ccccn3)C2c2ccc(OC)c(OC)c2)cc1 (stereo unspecified)
2.5,-4,4,4,1,-9,1,1,-3,-2.7,Cc1cccc(-c2nc(CS(=O)CC(=O)NCc3ccco3)c(C)o2)c1 (stereo unspecified)
-3.5,-1,2,-1,0,-11,3,-5,1,-0.2,N#Cc1c(CSCC(=O)O)cc(=O)n2c1[nH]c1ccccc12
0.4,.,-1,1,7,-2,3,-2,12,0.3,CCOC(=O)/C=C/C(=O)OCC(=O)Nc1ccc(Cl)cn1
-0.4,-3,-3,1,-4,4,-6,0,0,-0.9,COc1ccc(C)cc1NC(=O)NNS(=O)(=O)c1ccc(NC(C)=O)cc1
-1.2,.,3,-10,1,1,1,8,-4,-1.7,CCn1c2c(c3ccc(OC)cc31)CCCC2=O
0.0,0,1,2,6,-2,1,6,-7,-0.5,C=CCC(=O)NC1CC(C)(C)Cc2c1cnn2-c1ccc(C)cc1 (stereo unspecified)
2.6,-3,-2,-10,0,-5,3,-9,.,0.1,CN1CCOC1c1ccc(C2OCCN2C)cc1 (stereo unspecified)
1.0,.,-2,-7,-6,-10,3,-1,-2,.,COc1ccc(CCNC(=O)c2c(O)c3c([nH]c2=O)CCCC3)cc1OC
0.5,-5,-1,.,-16,-2,-1,0,2,-2.4,CC(=O)Nc1ccc(NC(=O)[C@H](C)NC(=O)c2ccco2)cc1
-0.2,-1,-7,0,-1,-4,-3,4,-7,-2.9,Cc1ccc(C2(C)NC(=O)N(CC(=O)N(C)CC(=O)Nc3cccc4ccccc34)C2=O)cc1 (stereo unspecified)
-0.9,1,-2,5,9,1,-3,4,-2,-3.3,Cn1c(=O)n(C)c2cc(NC(=O)CSc3ccccc3)ccc21
-1.3,1,2,3,10,-10,2,0,-6,-0.5,CC(=O)c1cccc(NC(=O)c2cc(=O)[nH]c3ccccc23)c1
-2.5,.,2,.,-8,-2,1,3,.,0.0,Nc1nc(SCc2ccc3c(c2)OCCO3)n[nH]1
0.2,11,-3,-1,-6,0,1,4,4,-2.5,Cc1ccc(COc2ccc(/C=N/NC(=O)c3ccc(CN4CCOCC4)cc3)cc2)cc1
2.6,-1,1,-15,0,2,0,2,-3,-2.3,CC(C)NC(=S)N=Nc1c(O)[nH]c2ccc(C(C)C)cc12
-1.0,-15,.,-1,-1,-1,-2,0,1,-1.9,COCCOC(=O)C1=C(C)NC(=O)NC1c1ccc(-c2cc(Cl)ccc2Cl)o1 (stereo unspecified)
-1.5,-1,6,-9,2,-7,-1,-1,.,-0.9,S=C(NCC1CCCO1)N1CCN(Cc2ccccc2Cl)CC1 (stereo unspecified)
-8.8,.,12,5,14,4,-6,-5,-2,-2.4,CC(NC(=O)/C=C/c1ccco1)c1nc2ccccc2n1Cc1ccccc1F (stereo unspecified)
-3.9,-1,1,-3,-8,-1,0,0,.,0.7,Cc1ccc(S(=O)(=O)N(C)c2ccc3sc(C)nc3c2)cc1
2.5,1,-1,7,5,-7,5,14,-3,-3.0,Cc1ccc(S(=O)(=O)N2CCC(C(=O)OCCOc3ccccc3)CC2)cc1C
-0.5,1,-4,6,9,-2,0,1,-2,0.2,COc1ccc(CCNC(=O)CN2C(=O)NC(Cc3c[nH]c4ccccc34)C2=O)cc1 (stereo unspecified)
1.0,.,-2,-2,0,-1,-2,12,-4,0.2,O=C(NCCCCNC(=O)c1ccc(Cl)s1)c1ccc(Cl)s1
0.3,3,-2,-1,0,0,-2,5,-5,-2.4,COc1ccc(NC(=O)CSCC(=O)Oc2c(OC)cccc2OC)cc1
-0.6,4,-4,.,-1,1,0,.,1,-3.7,Cc1ccc(C2(C(F)(F)F)N=C3Sc4cc(C)cc(C)c4N3C(=O)N2)cc1 (stereo unspecified)
2.0,-3,1,0,-9,3,-4,0,-4,-2.7,COC(=O)Cn1c(=NC(=O)c2ccc(OC)cc2)sc2cc(OC)ccc21
-0.6,-3,-7,2,4,-6,-9,1,-8,-2.3,COc1ccccc1C(=O)OCC(=O)Nc1cccc(S(=O)(=O)N2CCCC2)c1
-0.5,-3,-1,9,4,-3,-5,-7,-11,-0.5,CSc1cccc(CN2CCC(Oc3ccc(C(=O)N4CCCCC4)cc3)CC2)c1
1.3,.,-2,2,4,1,-2,8,-2,-1.2,CCOC(=O)c1c(CN2CCOCC2)oc2ccc(OC)cc12
-0.6,-1,-3,1,20,2,1,-9,-1,-0.3,CCCCN(CCO)CCCC
-0.6,.,-2,0,-12,10,2,6,6,0.6,C=COCCn1c(-c2nonc2N)nc2ccccc21
-2.8,-2,-2,-8,4,0,3,0,-3,.,CCCc1cc(=O)[nH]c(SCC(=O)Nc2nc(-c3ccccc3)cs2)n1
0.3,2,-7,-10,3,-7,-3,5,6,-1.6,Nc1c(-c2ccccc2)c(CSc2nc3ccccc3[nH]2)nn1-c1ccc(C(=O)O)cc1
2.3,0,12,9,-10,1,-1,-3,2,0.8,COC(=O)c1cnc(N2CCOCC2)nc1C(F)(F)F
1.6,0,5,11,-2,0,2,-2,.,-1.7,CC(C)CC(=O)Nc1nnc(S(=O)(=O)N2CCCCCC2)s1
-1.3,-1,4,11,4,2,1,-4,-4,-0.3,O=C(O)CN(CC(=O)O)CC(=O)O
0.9,2,-3,-20,-10,-7,-3,0,-8,9.4,Cc1nc(C)c(C(=O)NCCC(c2ccccc2)c2ccccc2)o1
0.8,42*,1,-2,1,0,-2,-3,.,0.3,O=C(c1ccc(C(F)(F)F)cc1)n1ccc(-c2cccs2)n1
0.9,0,-2,2,2,-3,0,.,-3,-2.6,Cc1cccc(C)c1Nc1c(-c2ccccc2O)nc2ncccn12
1.4,0,-2,3,-5,0,7,0,-2,-3.4,Cc1cccc(C(=O)NCC(=O)N(C)CC(=O)Nc2ccc(N3CCOCC3)cc2)c1
0.7,0,2,6,4,7,-4,1,.,0.2,CCOc1ccc(CN2CCSCC2)cc1

Given as comma-separated lines: part of the list above.
Molecule,CDK5 inh,Wnt bcat act,cardiac RTF act,MITF TRPM1 HTS,Tat export inh,dFosB activator,V-ATPase pH,Rtt109 Vps75,CAL PDZ FP-1,CAL PDZ FP-2
CC(C)CC(=O)Nc1nnc(S(=O)(=O)N2CCCCCC2)s1,1.6,0,5,11,-2,0,2,-2,.,-1.7
O=C(O)CN(CC(=O)O)CC(=O)O,-1.3,-1,4,11,4,2,1,-4,-4,-0.3
Cc1nc(C)c(C(=O)NCCC(c2ccccc2)c2ccccc2)o1,0.9,2,-3,-20,-10,-7,-3,0,-8,9.4
O=C(c1ccc(C(F)(F)F)cc1)n1ccc(-c2cccs2)n1,0.8,42*,1,-2,1,0,-2,-3,.,0.3

Source: PubChem BioAssay (several laboratories)
